CIT2-GFP yeast = yeast TOR pathway CIT2-GFP modulation | GFP response vs DMSO, % at 10 µM | 320,000 tested, 0.065% active | S. cerevisiae CIT2-GFP strain, flow cytometry, 3 h; 100 means same as DMSO wells;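 active = GFP response relative to DMSO above a set limit, near the screen mean plus 3 SD, cut at about 150% in these data; inconclusive = Fewer than 70 cells measured for a yeast strain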;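 also: ratio of well median GFP fluorescence to mean of DMSO wells on the plate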
CR mimetic SO = lowers age-related superoxide in aged yeast cells; S. cerevisiae aged cells, superoxide DHE fluorescence; stronger effect = lower value; superoxide response (% of plate mean), % at 10 µM; 330,000 tested, 0.18% active; AID 2690;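 active = superoxide response under a set limit, about three screen SD below normal, cut at about 65% in these data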;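 also: yeast aged for seven days with compound at 30 °C before DHE staining; 100% = average MFI of all compound-treated wells on the plate with controls excluded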
AHR act = human AHR activation; P35869; AHR-responsive luciferase reporter cells, luminescence; 320,000 tested, 2.5% active; AID 2796; activation, % at 5 µM; in the data active = activation above about 47%;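 also: 0% = vehicle wells and 100% = reference agonist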
Target sequence (P35869 whole entry, looked up): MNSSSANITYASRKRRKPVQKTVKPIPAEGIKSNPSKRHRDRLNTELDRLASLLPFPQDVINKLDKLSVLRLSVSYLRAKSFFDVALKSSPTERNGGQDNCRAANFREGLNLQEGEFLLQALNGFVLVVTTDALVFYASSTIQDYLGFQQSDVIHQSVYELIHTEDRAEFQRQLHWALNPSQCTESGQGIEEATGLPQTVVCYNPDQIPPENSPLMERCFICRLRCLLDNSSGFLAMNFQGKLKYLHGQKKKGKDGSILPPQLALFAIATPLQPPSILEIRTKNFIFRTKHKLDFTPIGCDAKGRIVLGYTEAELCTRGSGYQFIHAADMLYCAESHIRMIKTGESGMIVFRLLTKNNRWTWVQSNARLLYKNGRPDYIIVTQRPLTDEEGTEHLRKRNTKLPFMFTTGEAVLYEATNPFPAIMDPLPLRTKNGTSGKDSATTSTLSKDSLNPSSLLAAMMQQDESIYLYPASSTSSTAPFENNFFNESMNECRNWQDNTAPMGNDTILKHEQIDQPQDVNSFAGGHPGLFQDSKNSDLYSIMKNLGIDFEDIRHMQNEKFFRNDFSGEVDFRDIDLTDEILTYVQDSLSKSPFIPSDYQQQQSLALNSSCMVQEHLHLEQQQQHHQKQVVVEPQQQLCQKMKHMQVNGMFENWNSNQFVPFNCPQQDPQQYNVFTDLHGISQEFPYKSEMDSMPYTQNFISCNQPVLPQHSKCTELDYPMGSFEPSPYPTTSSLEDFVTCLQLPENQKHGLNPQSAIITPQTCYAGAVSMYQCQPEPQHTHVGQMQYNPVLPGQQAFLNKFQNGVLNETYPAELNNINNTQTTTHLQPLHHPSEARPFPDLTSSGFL
RPL19A-GFP yeast = alters RPL19A-GFP fluorescence in TOR pathway yeast screen; percent response vs DMSO, % at 10 µM; AID 2025; S. cerevisiae RPL19A-GFP strain, flow cytometry, 3 h; stronger effect = lower value; 330,000 tested, 0.3% active;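 active = percent response vs DMSO below 50%; inconclusive = fewer than 70 events counted for the yeast strain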;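 also: median channel GFP fluorescence of the barcoded RPL19A-GFP strain; ratio of sample median GFP to plate DMSO average so 100% = DMSO; lower means less RPL19A-GFP as with rapamycin TOR inhibition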
LAP4-GFP MLPCN = alters LAP4-GFP fluorescence in TOR pathway yeast screen. AID 2023. GFP response vs DMSO, % at 10 µM. S. cerevisiae LAP4-GFP multiplex, flow cytometry GFP, 3 h; median GFP as percent of DMSO wells. 320,000 tested, 0.34% active;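 active = GFP response vs DMSO above a set limit, about the screen mean plus 3 SD, cut at about 150% in these data; inconclusive = under 70 cell events counted for the yeast strain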
AGP1 TOR yeast = modulators of TOR pathway AGP1-GFP in S. cerevisiae; S. cerevisiae AGP1-GFP multiplex flow cytometry, 3 h; GFP as percent of DMSO wells; GFP response vs DMSO, % at 10 µM; 320,000 tested, 0.02% active; AID 2066;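 active = GFP response relative to DMSO above a set limit, near screen average plus 3 SD, cut at about 150% in these data; inconclusive = fewer than 70 cells counted for the yeast strain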;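 also: median GFP channel fluorescence of the gated AGP1 strain per well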
MEP2 TOR yeast = modulators of TOR pathway MEP2-GFP in S. cerevisiae | S. cerevisiae MEP2-GFP strain, flow cytometry GFP, 3 h; 100% = DMSO control level | GFP response vs DMSO, % at 10 µM | 330,000 tested, 0.51% active;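 active = GFP response versus DMSO above a set limit, roughly screen mean plus 3 SD, cut at about 180% in these data; inconclusive = fewer than 70 cells counted for a yeast strain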;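 also: median GFP fluorescence of the barcode-gated MEP2-GFP cells per well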
Efflux pump inh = antifungal efflux pump inhibition, Nile Red retention. S. cerevisiae Candida pump triplex. 330,000 tested, 0.44% active. inhibition, % at 10 µM. AID 485275;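 active = plate passing quality check with inhibition over a set limit, or well fluorescence over plate mean plus 4 SD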;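 also: Nile Red retained in pooled yeast measured as flow cytometry median fluorescence; 0% = buffer negative control and 100% = Enniatin B positive control; higher means more Nile Red kept so more efflux inhibition; some compounds called inactive have numbers as strong as hits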
* hit, by the source's call; ? = inconclusive; nt = no result given; [ ] = another dose, or the depositor's remark.

Each structure is followed by: Efflux pump inh	AHR act	CIT2-GFP yeast	CR mimetic SO	RPL19A-GFP yeast	LAP4-GFP MLPCN	AGP1 TOR yeast	MEP2 TOR yeast
CCOc1ccc(S(=O)(=O)N(CC)CC(=O)NCc2ccco2)cc1C
 : -0.1	0.2	95.9	86.2	106.7	97.6	100.8	103.0
COc1ccc(-n2nc(C(=O)NCc3ccco3)c3c4ccccc4n(C)c3c2=O)cc1Cl
 : 0.2	9.9	96.3	94.9	99.5	100.3	97.2	106.0
O=C(Nc1ccccc1F)C1CCN(S(=O)(=O)c2cccc3nonc23)CC1
 : 0.4	4.1	98.4	106.2	99.2	88.7	93.4	102.2
CC(=O)Nc1ccc(NC(=S)NC(=O)c2oc3ccccc3c2C)cc1
 : -0.1	17.9	89.2	100.8	92.9	100.3	96.1	90.2
COc1cccc(CNC(=S)Nc2cc(C)cc(C)c2)c1
 : 0.3	20.2	81.5	109.0	90.6	99.7	88.0	99.2
CCCCN(CC)CCNC(=O)c1cc2c(-c3ccc(Cl)cc3)nn(C)c2s1
 : 0.2	43.0	96.0	128.8	95.8	98.7	102.7	98.4
O=C(O)c1ccc(NC(=O)c2ccco2)c(NC(=O)c2ccco2)c1
 : -0.1	1.2	105.5	107.6	104.2	97.1	105.9	100.9
Cc1ccc(S(=O)(=O)N2CCC(=O)N(CCOC(=O)Nc3ccc(C)c(C)c3)CC2)cc1
 : 0.0	3.3	99.4	104.6	107.0	107.4	88.6	91.3
O=C(NC1C(=O)NNC1c1ccc(Cl)cc1)c1ccc(F)cc1 (configuration not stated)
 : -0.1	20.4	105.6	95.8	105.7	89.6	106.3	107.1
O=C(OCC(=O)N1CCc2ccccc21)c1ccc([N+](=O)[O-])o1
 : 0.0	7.0	93.3	117.6	102.0	105.5	96.8	103.8
O=C1CC2(CCN(C(=O)COc3ccc(Cl)cc3)CC2)Oc2ccccc21
 : 0.4	-2.1	109.3	95.8	99.6	95.0	99.1	95.6
O=C(CSc1nnnn1C1CCCCC1)N1CCOCC1
 : 0.0	-2.1	99.0	112.8	102.1	90.4	100.7	99.3
COc1ccc(NC(=O)NNC(=O)C(C)Oc2ccc3ccccc3c2)cc1 (configuration not stated)
 : 0.1	nt	85.7	92.3	119.7	83.4	83.0	105.2
CC(C)CCN1CCN(Cc2nc3c(s2)CCCC3)CC1CCO (configuration not stated)
 : 0.0	0.3	98.8	101.5	100.8	101.5	108.3	95.0
O=S(=O)(Cc1ccccc1)Nc1cccc(F)c1
 : -0.1	-3.3	104.5	94.5	105.0	97.3	111.8	107.4
CSc1nnc(Cc2cc(=O)[nH]c(=O)[nH]2)n1-c1cccc(C)c1
 : -0.1	2.0	?	93.8	53.1[may fluoresce violet]	95.8[may fluoresce violet]	17.1[may fluoresce violet]	225.4*[may fluoresce violet]
CCNc1nc(NCC)n2c(SCC(=O)NCC3CCCCC3)nnc2n1
 : 1.1	-0.7	100.2	97.7	100.9	89.0	95.5	94.9
CN1CCN(NC(=O)COc2cccc(C(F)(F)F)c2)CC1
 : 0.1	-2.3	109.9	90.7	108.7	96.2	107.1	116.7
COc1cc(C(=O)OCC(=O)Nc2ccc(S(=O)(=O)NC3=NCCCCC3)cc2)cc(OC)c1OC
 : -0.1	1.3	115.6	78.9	101.1	97.3	100.6	105.0
Cc1ccccc1N(CC(=O)NCc1ccco1)C(=O)CCC(=O)Nc1nccs1
 : -0.1	5.5	102.4	83.0	105.0	89.4	101.8	104.5
Cc1ccc(C)c(OCCCCn2cnc3ccccc3c2=O)c1
 : 0.1	1.9	89.9	100.2	99.8	110.3	94.9	104.4
O=C(O)/C(=C\c1cn(-c2ccccc2)nc1-c1ccc(Cl)cc1)NC(=O)c1ccccc1
 : -0.2	6.1	110.1	93.8	104.1	108.2	106.1	100.4
CCC(=O)N1CCc2cc(S(=O)(=O)NC(C(=O)NC(C)c3ccccc3)C(C)C)ccc21 (configuration not stated)
 : -0.2	0.5	98.1	95.0	99.6	94.6	102.8	96.5
CCCc1cc2c(cc1NS(=O)(=O)c1ccc(CCNC(C)=O)cc1)OCO2
 : 0.2	1.8	96.5	113.0	91.1	101.0	99.2	96.3
FC(F)(F)c1cc(-c2ccccc2)nc2nc(N3CCOCC3)sc12
 : 0.0	21.0	86.2	117.4	95.1	113.1	93.1	88.5
O=C1c2ccc(Cl)cc2S(=O)(=O)c2cccc(C(=O)N3CCN(c4ccc(Cl)cn4)CC3)c21
 : 0.0	0.6	103.7	97.2	94.3	97.8	99.5	89.9
CCOC(=O)CC(NC(=O)c1cccs1)c1ccc(OCC)cc1 (configuration not stated)
 : 0.2	-2.2	90.5	95.2	97.2	93.1	97.1	100.2
COc1ccc(-c2cc(CN3C(=O)c4ccccc4C3=O)on2)cc1
 : 0.0	-1.2	103.2	106.9	100.4	109.0	99.3	108.8
CCc1ccc(NC(=O)c2onc(C)c2Cl)cc1
 : -0.3	29.9	93.8	83.6	96.7	92.7	94.3	89.9
CCOC(=O)c1c(NC(=O)COC(=O)Cc2n[nH]c(=O)c3ccccc23)sc(C(=O)NC)c1C
 : -0.1	18.9	104.6	87.8	101.9	107.8	107.7	103.5

Other entries.
Each structure is followed by: Efflux pump inh	AHR act	CIT2-GFP yeast	CR mimetic SO	RPL19A-GFP yeast	LAP4-GFP MLPCN	AGP1 TOR yeast	MEP2 TOR yeast
CCc1nnc(NC(=O)CS(=O)(=O)Cc2ccccc2)s1
 : 0.2	-0.2	107.0	94.9	100.3	97.4	97.4	100.7
CCOC(=O)C(=Cc1cn(C)c2ccc(S(=O)(=O)N(C)C)cc12)C(=O)OCC
 : 0.0	-0.1	94.2	108.3	97.6	114.0	96.8	96.5
COc1ccccc1C1CN(c2ccc(F)cc2F)N=C1c1cccs1 (configuration not stated)
 : -0.1	12.8	106.4	92.5	101.8	106.1	87.8	107.1
CCCCn1c(N)c(N(CC)C(=O)CCNC(=O)NC23CC4CC(CC(C4)C2)C3)c(=O)[nH]c1=O
 : -1.0	-1.9	98.2	109.0	104.0	96.8	100.4	109.7
Cc1ccc(C2CC(c3ccccc3)n3ncnc3N2)cc1 (configuration not stated)
 : -0.2	0.7	94.3	92.0	93.3	94.7	99.9	97.8
O=C(Nc1nc2ccsc2c(=O)s1)c1ccc(F)cc1
 : 0.1	-2.1	93.2	94.8	99.1	105.1	103.7	97.2
CC(C)c1ccc(NC(=O)CN2C(=O)c3ccccc3S2(=O)=O)cc1
 : 0.1	14.1	110.6	99.0	103.6	105.3	92.8	106.8
CC(=O)Nc1nnc(C2=COCCO2)o1
 : -0.3	-0.9	98.4	94.4	103.0	96.5	106.1	104.8
Nc1nnc(CC2=CCCCC2)s1
 : -0.3	-0.4	102.7	86.6	100.2	97.1	101.9	100.3
CC1=C(C(=O)NCc2ccccc2)C(c2ccccc2OCC(N)=O)NC(=O)N1 (configuration not stated)
 : 0.0	-1.3	109.5	96.2	100.7	100.9	103.3	105.3
CN(Cc1ccc(CNC[C@H]2O[C@@H](n3cnc4c(N)ncnc43)[C@H](O)[C@@H]2O)o1)S(C)(=O)=O
 : 0.0	-0.6	90.6	111.5	89.5	83.9	84.7	85.9
O=C(Nc1ccccc1N1CCOCC1)c1ccc(OCc2cscn2)cc1
 : 0.0	2.9	91.5	93.8	101.4	101.8	91.0	101.6
Clc1ccc(-n2ncc3c(NCc4cccs4)ncnc32)cc1
 : -0.3	-1.7	101.8	89.2	104.0	105.5	100.4	103.1
O=C(NCCN1CCOCC1)C(=O)NCC1OCCN1C(=O)c1ccc(Cl)cc1 (configuration not stated)
 : -0.1	-1.4	100.3	83.0	103.9	102.6	105.0	97.3
O=C(OCC(=O)N1CCCc2ccccc21)C1CCN(S(=O)(=O)c2cccs2)CC1
 : 0.0	4.5	97.4	117.0	nt	94.4	97.8	90.6
Cc1ccc(NC(=O)CC(C)CC2=NS(=O)(=O)c3ccccc3N2)cc1 (configuration not stated)
 : 0.0	6.5	102.3	103.2	101.3	103.3	103.0	104.2
COc1ccc(OCC(=O)NNc2nc3ccccc3s2)cc1
 : 0.0	16.8	101.6	92.9	106.0	107.8	107.0	106.8
COc1ccc(CCN(Cc2nc3ccccc3c(=O)[nH]2)C(=O)c2ccco2)cc1
 : 0.0	11.8	99.7	104.4	95.3	93.1	94.8	102.6
Cc1ccccc1N=C(NOCc1ccc(Cl)cc1Cl)c1nonc1N
 : -0.2	9.7	98.5	96.6	98.6	104.3	103.9	105.9
Cc1cc(C)c(NC(=O)CSc2nnc(-c3ccccn3)n2N)c(Cl)c1
 : 0.0	6.0	95.2	95.7	97.4	108.1	105.0	100.8
COc1ccc(C(=S)Nc2ccc(C)cc2)cc1
 : 0.1	28.6	111.7	95.4	103.1	104.9	104.5	110.2
CSc1ccc(/C=C(\NC(=O)c2ccccc2)C(=O)NN)cc1
 : 0.0	7.6	100.4	93.1	95.0	107.3	109.5	93.7
CN(C)S(=O)(=O)c1ccc(C(=O)Nc2nnc(SCc3cccc4ccccc34)s2)cc1
 : 0.4	5.5	97.8	112.5	105.8	97.2	98.8	106.4
Cn1c(=O)c2c(SCC(=O)c3ccccc3)nc(C3CC3)nc2n(C)c1=O
 : -0.1	7.7	102.8	97.7	97.2	99.2	103.5	100.9
O=C(N/N=C/c1cccc(F)c1)NC1CCCCC1
 : -0.1	6.3	103.5	107.3	102.1	99.3	98.4	98.0
COc1cc(/C=C2\SC(=S)N(CC(=O)O)C2=O)ccc1OS(=O)(=O)c1ccc(C)cc1
 : 0.0	0.8	90.7	129.8	93.5	99.7	92.0	97.0
N/C(Cc1cccc2ccccc12)=N\OC(=O)Cc1cccs1
 : 0.5	19.8	96.7	94.7	101.1	100.3	95.7	98.8
COc1ccccc1CNS(=O)(=O)c1cccs1
 : -0.1	2.3	105.7	103.8	105.5	98.7	99.0	105.9

Compound activity from PubChem.
